# LMPTP inh: blocks human LMPTP phosphatase; recombinant LMPTP-A, OMFP fluorogenic substrate, fluorescence intensity; inhibition, % at 20 µM; actives 0.22% (n = 360,000); AID 651560;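 active = compounds that cut the enzyme signal by at least half of the control window in the single-dose screen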;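 note: plate controls were DMSO wells with enzyme plus substrate for no effect and substrate without enzyme for full effect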
# Target sequence (P24666 whole entry, looked up): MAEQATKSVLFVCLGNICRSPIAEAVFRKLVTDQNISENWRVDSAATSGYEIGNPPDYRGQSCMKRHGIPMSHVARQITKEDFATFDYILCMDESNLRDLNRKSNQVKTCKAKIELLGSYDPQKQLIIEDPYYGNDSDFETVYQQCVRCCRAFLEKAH
#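 Test system: LMPTP-A, protein tyrosine phosphatase of low molecular weight; Input: 0.625 nM enzyme; Incubation: 50 min dark incubation at room temperature; Signal: endpoint fluorescence intensity from OMFP dephosphorylation; Read-out basis: % inhibition versus control wells.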
# STEP block: blocks human striatal-enriched tyrosine phosphatase; P54829; recombinant STEP, OMFP fluorogenic substrate, fluorescence; inhibition, % at 20 µM; actives 0.25% (n = 360,000);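 active = inhibition at 20 µM, scaled per plate between control wells, above about 37%, limit read from the data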;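 note: 0% = DMSO with enzyme and substrate and 100% = substrate only without enzyme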
# Target sequence (P54829 whole entry, looked up): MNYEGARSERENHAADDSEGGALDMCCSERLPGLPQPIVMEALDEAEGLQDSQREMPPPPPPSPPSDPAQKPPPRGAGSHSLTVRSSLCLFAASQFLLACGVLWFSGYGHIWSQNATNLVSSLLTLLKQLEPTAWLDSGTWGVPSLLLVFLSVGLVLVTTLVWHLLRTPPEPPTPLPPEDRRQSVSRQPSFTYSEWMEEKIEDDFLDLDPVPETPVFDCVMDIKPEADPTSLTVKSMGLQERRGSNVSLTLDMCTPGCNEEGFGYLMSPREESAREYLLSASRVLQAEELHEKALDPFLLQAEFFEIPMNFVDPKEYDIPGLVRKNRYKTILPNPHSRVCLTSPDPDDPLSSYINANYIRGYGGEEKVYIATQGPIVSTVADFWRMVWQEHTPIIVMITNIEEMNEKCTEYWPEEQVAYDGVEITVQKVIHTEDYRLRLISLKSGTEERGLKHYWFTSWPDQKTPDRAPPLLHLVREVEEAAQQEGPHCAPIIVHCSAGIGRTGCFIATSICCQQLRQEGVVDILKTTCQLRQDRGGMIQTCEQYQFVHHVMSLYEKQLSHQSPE
#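 System: isolated STEP enzyme; schedule: 20 min enzyme reaction at room temperature, protected from light; medium: Bis-Tris buffer pH 6.0, 2.5 mM DTT, 0.005% Tween 20; signal: fluorescence, 480/540 nm; dosing: single compound dose of 20 µM, 1% DMSO final; also added: OMFP substrate, 25 µM final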
# Scp1 inh: Scp-1 (human) phosphatase inhibition. Recombinant Scp1, phosphopeptide, malachite green phosphate absorbance. inhibition, % at 20 µM. actives 0.88% (n = 340,000);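 active = inhibition above about 50% at 20 µM, limit read from the data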;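 note: plate controls were DMSO wells with enzyme for no effect and wells lacking enzyme for full effect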
# Target sequence (Q9GZU7 76-261 limits assumed): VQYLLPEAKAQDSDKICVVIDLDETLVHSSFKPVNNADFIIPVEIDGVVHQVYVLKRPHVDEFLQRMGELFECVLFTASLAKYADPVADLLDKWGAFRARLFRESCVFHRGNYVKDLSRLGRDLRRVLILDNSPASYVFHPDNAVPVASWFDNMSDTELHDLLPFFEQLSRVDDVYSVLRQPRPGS
#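 Test system – truncated SCP-1 phosphatase (76-261aa) · Reagent – Phosphorylated 17-residue peptide substrate · Incubation – 45 min room-temperature reaction, 5 min colour, 30 min stabiliser · Detection – colorimetric phosphate reagent with accelerator and stabiliser, absorbance at 630 nm · Measure – % inhibition at 20 µM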
# eLon inh: E. coli protease La inhibition; P0A9M0; purified E. coli Lon protease, fluorescence polarization; inhibition, % at 7.94 µM; actives 0.42% (n = 360,000); AID 602123; in the data active = inhibition above about 13%, passing the limit was not always enough;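 note: 0% = enzyme with probe and DMSO and 100% = no enzyme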
# CendR NRP1 mod: NRP-1/CendR interaction modulation; O14786; FAM-RPARPAR peptide binding to NRP-1, fluorescence polarization; inhibition, % at 25 µM; actives 0.85% (n = 360,000); AID 602438;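 active = inhibition or corrected inhibition above about 18%, plus a signal ratio from 0.5 to 1.5, limit read from the data, passing the limit was not always enough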; note: strong numbers were not always called active
# Tb MetRS inh: blocks T. brucei methionyl-tRNA synthetase activity. inhibition, % at 11.9 µM. purified T. brucei MetRS, ATP depletion, Kinase-Glo luminescence. actives 0.4% (n = 360,000);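 active = inhibition above a per-plate cutoff of the control wells' mean inhibition plus 3 SD, cut at about 5.5% in these data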;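 note: 0% = DMSO wells median and 100% = median of wells with control inhibitor compound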
#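 Material: parasite MetRS enzyme / Replication: singlicate, one well per compound / Signal: luminescence of leftover ATP / Schedule: 2 h aminoacylation at 25 °C after 15 min preincubation / Medium: HEPES-MgCl2-KCl buffer plus DTT, spermine, BSA, pyrophosphatase / Doses: 11.9 µM single point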
# DNMT1 inh: inhibitors of human DNMT1; DNMT1 molecular beacon, Hinp1I cleavage, fluorescence; inhibition (reported as % activation of signal), % at 10 µM; actives 0.83% (n = 360,000); P26358; in the data active = inhibition above about 50%
# MsrA act: activators of bovine methionine sulfoxide reductase A. purified bovine MsrA, absorbance read-out. activation, % at 10.6 µM. AID 602163. actives 0.3% (n = 360,000); in the data active = activation above about 7.5%;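 note: 0% = vehicle and 100% = reference activator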
# MsrA inhibitor: inhibits bovine methionine sulfoxide reductase A. purified bovine MsrA, absorbance read-out. inhibition, % at 15.5 µM. actives 0.75% (n = 360,000). AID 651718; in the data active = inhibition above about 4.5%;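 note: 0% = vehicle wells with enzyme and 100% = reference inhibitor wells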
# SUMO1-SIM PPI: modulators of human SUMO1-mediated protein-protein interactions | P63165 | SUMO1 binding to a labelled peptide, TR-FRET, 1 h | inhibition, % at 20 µM | actives 0.33% (n = 360,000) | AID 602429; in the data active = inhibition above about 37%
# Target sequence (P63165 whole entry, looked up): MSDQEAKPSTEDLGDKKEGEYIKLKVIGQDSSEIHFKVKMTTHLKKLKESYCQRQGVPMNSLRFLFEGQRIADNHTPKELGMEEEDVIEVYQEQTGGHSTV
# The depositor's hits bear a star; / = not tested or not shown. Outcome played no part in choosing rows (roughly 4.3% active in at least one column).
SMILES,LMPTP inh,STEP block,Scp1 inh,eLon inh,CendR NRP1 mod,Tb MetRS inh,DNMT1 inh,MsrA act,MsrA inhibitor,SUMO1-SIM PPI
Cc1ccc(C(=O)OC2CCN(c3ccc([N+](=O)[O-])cc3)CC2)cc1,0.9,4,-2,-9,-3,-0.5,6,6,-1.9,-2
COc1ccc(Cl)cc1C(=O)Nc1ccccc1N1CCCCC1,2.6,2,-7,9,10,-0.5,4,-2,-0.2,2
CC(=O)Nc1ccc(S(=O)(=O)Nc2cc3c(cc2C(C)=O)OCO3)cc1,0.5,0,-10,5,8,0.0,0,-2,-0.2,-6
CCCCN(C(=O)c1ccc2c(c1)OCO2)C1CCS(=O)(=O)C1 (stereo unspecified),-0.7,-2,-11,-7,-9,-0.4,-2,-2,0.4,2
COC(=O)c1cnn2c(C)c(Cc3cccc(F)c3)c(C)nc12,-1.9,-2,-3,-9,0,-0.7,-3,-5,0.8,-2
Nc1sc(Cc2ccccc2)cc1C(=O)NC1CCCCC1,3.6,/,/,/,-11,-0.4,/,/,2.1,0
Cc1cc(OC(C)C(=O)NC2CC(C)(C)NC(C)(C)C2)c2c(C)cc(=O)oc2c1 (stereo unspecified),0.0,0,-9,0,1,0.1,1,0,-0.5,-2
c1ccc(-c2ncc(CN3CCN(c4ccccn4)CC3)[nH]2)cc1,0.4,2,-7,7,-25,-0.3,-1,-3,0.5,0
CCN(C(=O)COC(=O)CNC(=O)c1ccc(C)c(C)c1)C1CCS(=O)(=O)C1 (stereo unspecified),-1.8,-2,1,-4,-1,-1.2,2,-13,-0.8,-3
CC(CNC(=O)c1ccccc1Cl)c1ccccc1 (stereo unspecified),-1.6,0,-5,-9,-8,-0.3,-6,0,-0.4,3
Cc1ccc(S(=O)(=O)N2CCN(C(=O)COC(=O)c3ccccc3OC(F)F)CC2)c(C)c1,2.5,-3,-12,-12,-6,-0.2,-1,0,2.1,8
Cc1c(Cl)cccc1NC(=O)CC1SCCNC1=O (stereo unspecified),-0.2,0,7,6,-2,-1.4,-2,-11,-0.3,-21
O=C(Nc1ccc(N2CCOCC2)cc1)c1cccc(S(=O)(=O)N2CCCCC2)c1,1.8,1,3,-8,6,-0.1,-4,-1,0.5,2
Cc1ccc(NC(=O)N2CCCC2C(=O)NCCc2ccccc2)cc1 (stereo unspecified),0.6,-1,-9,4,10,-0.7,1,2,0.8,-6
NC(=O)[C@H]1CC2(CC(c3cccc(NC(=O)COc4ccc(Cl)cc4)c3)=NO2)CN1C(=O)c1ccccc1C(=O)c1ccccc1 (stereo partly specified),1.1,1,-2,10,0,0.0,-28,2,-0.4,3
O=c1[nH]c2ccc(Cl)cc2[nH]1,-1.0,-2,-5,4,-2,-0.3,4,-7,0.5,0
CCC/C(=C1/c2ccccc2C(=O)N1c1ccccc1)c1ccc2[nH]ccc2c1,4.8,-3,-2,-12,14,-0.3,-7,-4,1.7,-5
CC1CCCC(NC(=O)C2CCCN2S(=O)(=O)c2cccc3nsnc23)C1C (stereo unspecified),-1.3,1,-7,5,-6,-0.5,-3,-2,-1.2,-33
O=C(NCCCn1ccnc1)c1cccc(S(=O)(=O)N2CCCCCC2)c1,-0.8,0,-9,-4,0,-0.4,3,-7,-0.7,-3
CS(=O)(=O)N(Cc1ccc(C(=O)NCCSc2ccccn2)cc1)c1ccccc1,0.1,44*,-2,-4,2,-1.0,3,-2,-0.8,3
CCCCOc1ccc(C(=O)Nc2ccc(N3CCN(C(=O)C(C)C)CC3)cc2)cc1,-0.7,-1,5,-9,-10,-0.8,7,-10,2.3,-1
CCCOC(=O)c1c(-c2ccccc2)nc(CC)c(C(=O)SCC)c1CCC,0.1,3,-3,-12,10,-1.1,24,-2,1.1,5
N#Cc1ccc2[nH]cc(CCO)c2c1,-0.7,3,-4,2,-2,-0.1,2,-2,-0.5,5
Cc1ccc(N(Cc2ccc(C(=O)NN=C3CCN(C)CC3)cc2)S(C)(=O)=O)cc1C,-3.3,-2,-8,9,-5,-1.1,-3,-9,-1.6,3

# Single values from the entries so far:
# Reading for `CS(=O)(=O)N(Cc1ccc(C(=O)NCCSc2ccccn2)cc1)c1ccccc1` in STEP block: 44*
# Reading for `O=c1[nH]c2ccc(Cl)cc2[nH]1` in MsrA act: -7
# Reading for `CCCOC(=O)c1c(-c2ccccc2)nc(CC)c(C(=O)SCC)c1CCC` in CendR NRP1 mod: 10
# Reading for `CCCCOc1ccc(C(=O)Nc2ccc(N3CCN(C(=O)C(C)C)CC3)cc2)cc1` in CendR NRP1 mod: -10
# Reading for `O=C(NCCCn1ccnc1)c1cccc(S(=O)(=O)N2CCCCCC2)c1` in Scp1 inh: -9
# Reading for `CCC/C(=C1/c2ccccc2C(=O)N1c1ccccc1)c1ccc2[nH]ccc2c1` in STEP block: -3

# (more compounds)
SMILES,LMPTP inh,STEP block,Scp1 inh,eLon inh,CendR NRP1 mod,Tb MetRS inh,DNMT1 inh,MsrA act,MsrA inhibitor,SUMO1-SIM PPI
CNC(=S)N(CCc1c(C)[nH]c2ccc(F)cc12)Cc1ccco1,0.6,1,-7,-3,1,0.0,-6,0,0.3,-1
OC[C@H]1O[C@@H](c2nc3ccc(-c4nc(-c5cccs5)no4)cc3[nH]2)C[C@@H]1O,-1.7,-2,/,-2,-18,0.1,1,-1,-2.5,1
Cc1ccc(NC(=O)C(=O)NCCN2CCN(S(=O)(=O)c3ccccc3)CC2)cc1C,0.2,0,-6,-4,4,-0.4,-1,-1,-1.1,6
O=C(c1cc(-c2cccc(Cl)c2)on1)N1CCCCCC1,0.8,1,-5,0,-3,-0.7,-1,-5,-0.1,3
Cc1ccc(S(=O)(=O)Nc2ccc3c(c2)c2c(n3S(=O)(=O)c3ccc(C)cc3)CCCC2=O)cc1,-0.5,-2,-7,-1,6,-0.3,6,-2,-0.1,-1
COc1ccc(Nc2n[nH]c(C)c2[N+](=O)[O-])cc1,0.5,-4,-4,-5,-13,-0.4,1,-3,-0.2,-19
COc1ccc(C(=O)O)cc1S(=O)(=O)N1CCSCC1,1.1,-2,-8,-6,16,-0.4,-4,-1,0.6,7
Cc1ccc([N+](=O)[O-])cc1S(=O)(=O)N1CCN(C)CC1,-1.6,-2,-4,-10,1,-0.2,5,-2,-0.6,-15
Cc1ccc(Cl)cc1NC(=O)N[C@@H](C)C(=O)O,0.6,0,4,-4,0,-0.8,-1,0,0.8,0
COc1cccc(OC)c1NC(=O)CN1CCC(NC(=O)c2cccc(F)c2)CC1,-0.8,0,-8,3,-8,-1.2,2,0,-1.4,2
COc1ccc(CNC(=O)COC(=O)c2c(-c3c(F)cccc3Cl)noc2C)cc1OC,0.5,2,-9,-14,0,0.8,-4,-1,-1.4,-2
O=C1CCc2cc(S(=O)(=O)NC(Cc3ccccc3)C(=O)NCCC3=CCCCC3)ccc2N1 (stereo unspecified),-0.7,2,-9,-1,17,-0.5,2,4,-0.8,5

# Pulled by structure from the list above, 2 records:
SMILES,LMPTP inh,STEP block,Scp1 inh,eLon inh,CendR NRP1 mod,Tb MetRS inh,DNMT1 inh,MsrA act,MsrA inhibitor,SUMO1-SIM PPI
Cc1ccc(NC(=O)C(=O)NCCN2CCN(S(=O)(=O)c3ccccc3)CC2)cc1C,0.2,0,-6,-4,4,-0.4,-1,-1,-1.1,6
Cc1ccc([N+](=O)[O-])cc1S(=O)(=O)N1CCN(C)CC1,-1.6,-2,-4,-10,1,-0.2,5,-2,-0.6,-15

# (listing goes on)
SMILES,LMPTP inh,STEP block,Scp1 inh,eLon inh,CendR NRP1 mod,Tb MetRS inh,DNMT1 inh,MsrA act,MsrA inhibitor,SUMO1-SIM PPI
COc1ccc(OCC(=O)NNC(=O)c2cccc(O)c2)cc1,0.1,-3,3,-9,-1,-0.9,6,-10,2.7,1
Cc1cc(=O)[nH]c(-n2[nH]c3c(c2=O)CCCC3)n1,-1.8,2,-2,-19,-1,-0.1,-3,-4,0.9,5
CC(=O)Nc1cc(S(=O)(=O)Nc2ccc(C)cc2)c(C)cc1C,-1.0,-3,-6,4,-3,-0.7,0,-3,0.6,-1
Cc1cc(N2CCN(c3ccccc3)CC2)n2cc(-c3ccccc3)nc2n1,1.4,14,-7,-2,-13,-1.0,-5,-1,1.6,12
CCOC(=O)N1C(=O)NC(=O)C1c1ccccc1 (stereo unspecified),-2.4,0,7,-13,4,-0.1,8,-4,-1.2,-2
Cc1ccc(S(=O)(=O)NCC(=O)OCC(=O)Nc2ccc3c(c2)OCCO3)cc1,-0.8,-1,-10,-3,2,0.0,-2,-2,-0.6,3
COC(=O)CCCCCC(CCC(=O)OC)NC(C)=O (stereo unspecified),1.0,0,-2,4,-2,0.3,-12,1,-1.4,-1
COc1ccc(S(=O)(=O)Nc2cccc3c2O[C@@H](CN(C)CC2CC2)[C@@H](C)CN([C@@H](C)CO)C3=O)cc1,-0.1,3,5,4,-16,-0.5,6,-11,-0.7,3
O=C(CC[C@H]1O[C@@H](n2ccc(=O)[nH]c2=O)[C@H](O)[C@@H]1O)N[C@H](Cc1ccccc1)C(=O)NCC1CCCO1 (stereo partly specified),-0.4,0,/,1,-4,-0.3,-2,-2,-0.4,-1
Cc1ccc(C(CC(=O)O)Nc2nc(N3CCOCC3)nc(N3CCOCC3)n2)cc1 (stereo unspecified),-1.7,-1,0,3,6,-1.3,0,-7,-0.1,0
CCCNC(=O)c1cc(Cl)c(NC(=O)C2=C(C)OCCS2)cc1OC,-1.0,-1,-10,-3,2,-1.5,-1,-4,-1.2,-2
COc1ccccc1-c1nnc(SC(C)C(=O)N2CCOCC2)o1 (stereo unspecified),-0.2,-2,-6,0,-14,-0.1,-1,-1,-0.1,0
CC(=O)NC(c1cccc(F)c1)c1nc(-c2cccc(C(=O)O)c2)cs1 (stereo unspecified),0.2,0,/,-2,4,-0.2,4,-8,0.0,0
CCc1nc2c(OCC(=O)C(C)(C)C)cccn2c1N(C=O)CC(=O)N(C)C,-0.3,-2,/,-3,18,-0.3,-4,-4,-1.0,-4
COCCC1CCCCN1C(=O)c1ccc(OC)c(OC2CCN(C(C)=O)CC2)c1 (stereo unspecified),0.2,-1,-6,5,16,0.4,-2,-3,-0.4,3
COCCNC(=S)NNC(=O)c1ccco1,-1.5,0,-6,1,5,-0.1,-4,-2,0.5,-2
O=C(CSc1nc(C2CC2)nc2c1cnn2-c1ccccc1)Nc1c[nH]c(=O)[nH]c1=O,8.9,6,13,12,-10,-1.9,27,-15,0.4,8
Cc1cccc(OCC(=O)N2CCC(c3ccccc3)C2)c1 (stereo unspecified),-1.0,-4,-7,3,0,-0.5,-1,-1,-0.7,-1
Cc1ccc(NC2CCCN(C(=O)CCC3=NNC(=O)CC3)C2)cc1C (stereo unspecified),-1.1,-3,-5,3,2,-0.6,1,-9,2.8,-3
COc1ccc(NC(=O)C23CC4CC(C2)CC(n2cnc(Br)n2)(C4)C3)c(C)c1,0.1,0,0,-3,-6,-0.7,1,-13,0.7,1
Cc1ccc(NS(=O)(=O)c2cc(NC(=O)c3cc4c(s3)CCCC4)ccc2C)c(C)c1,3.4,1,-10,2,0,-0.5,-11,-3,0.0,-3
